Anesthetic bind = qHTS Assay for Identification of Novel General Anesthetics; Ferritin light chain (Equus caballus), P02791; apoferritin/1-aminoanthracene competitive binding, fluorescence; Potency, µM (titrated, usually from 77.5 µM), for the others: top-dose activity change, negative = displacement, usual class: inhibitors; 350,000 tested, 0.074% active; AID 485281, 2010; further: potency means the concentration at half of the fitted maximal effect; on the % scale 0 is the no-effect control and ±100 the full control effect; nearly all actives have a fitted effect of over 20% in size
Target sequence (P02791 2-175 limits assumed): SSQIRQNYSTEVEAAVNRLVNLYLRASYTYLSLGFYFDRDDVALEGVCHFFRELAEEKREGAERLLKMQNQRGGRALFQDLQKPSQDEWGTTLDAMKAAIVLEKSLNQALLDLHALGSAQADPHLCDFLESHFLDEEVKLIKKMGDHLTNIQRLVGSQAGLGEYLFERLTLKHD
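Steps: apoferritin (10 uM) was premixed with half-saturated 1-AMA in PBS, compounds were pin-transferred, plates stood 10 min at room temperature, fluorescence was read at 380/535 nm, and curves were fitted with a Hill equation.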
BLM inh = qHTS Assay for Inhibitors of Bloom's syndrome helicase (BLM); recombinant BLM DNA unwinding, fluorescence dequenching; 350,000 tested, 0.2% active; Potency, µM (top dose mostly 56.1 µM), inactives show at the highest dose activity change, negative = inhibition, most hits filed as inhibitors; RecQ-like DNA helicase BLM (Homo sapiens), P54132; AID 2528, 2010;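 further: potency means the concentration at half of the fitted maximal effect; plate controls were vehicle for no effect and no enzyme for full effect; nearly all actives have a fitted effect of over 35% in size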
APEX1 inh = qHTS Assay for Inhibitors of the Human Apurinic/apyrimidinic Endonuclease 1 (APE1); AID 2517, 2012; recombinant APE1, TAMRA/BHQ-2 abasic DNA cleavage fluorescence; Potency, µM (series often up to 65.8 µM), inactives show at the top dose activity change, negative = inhibition, actives largely listed as inhibitors; 350,000 tested, 0.35% active;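 further: potency means the concentration at half of the fitted maximal effect; plate controls were vehicle for no effect and reference inhibitor for full effect; nearly all actives have a fitted effect of over 55% in size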
Target sequence (P27695 whole entry, looked up): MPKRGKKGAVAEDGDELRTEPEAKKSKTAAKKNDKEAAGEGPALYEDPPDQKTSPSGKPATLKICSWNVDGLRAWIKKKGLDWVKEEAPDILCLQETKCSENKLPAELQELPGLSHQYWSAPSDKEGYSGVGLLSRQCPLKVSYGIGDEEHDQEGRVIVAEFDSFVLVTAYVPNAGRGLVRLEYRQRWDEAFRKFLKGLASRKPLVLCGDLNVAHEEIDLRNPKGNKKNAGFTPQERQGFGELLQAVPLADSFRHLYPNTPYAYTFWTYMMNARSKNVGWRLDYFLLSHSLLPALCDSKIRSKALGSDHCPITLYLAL
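Activity was derived from the fluorescence gain between first and third kinetic reads (60 s intervals, ex 525/em 598 nm) after 50 nM THF-abasic TAMRA/BHQ-2 duplex was added to 0.75 nM APE1 preincubated 15 min with compound.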
Pol beta inh = qHTS Assay for Inhibitors of DNA Polymerase Beta. P06746. Pol beta primer extension/strand displacement, fluorescence kinetic. Potency, µM (titrated, usually from 114 µM), for inactives: at the top dose activity change, negative = inhibition, actives largely listed as inhibitors. 340,000 tested, 1.3% active. AID 485314, 2010; further: potency means the concentration at half of the fitted maximal effect; on the % scale 0 is the no-effect control and ±100 the full control effect
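Human Pol beta at 10 nM; strand-displacement substrate 50 nM final. Compound exposure 15 min at room temperature before start, reaction 10 min at room temperature.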
POLI inh = qHTS for Inhibitors of Polymerase Iota | Potency, µM (top dose mostly 115 µM), for the others: at the highest dose activity, negative = inhibition, usual class: inhibitors | 390,000 tested, 1% active | AID 588590, 2011 | DNA polymerase iota (Homo sapiens), Q9UNA4 | Pol iota fluorescent replication assay, 10 min; further: potency means the concentration at half of the fitted maximal effect
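Pol iota at 10 nM preincubated 15 min with compounds at room temperature; reaction started with fluorescent substrate, 50 nM final. Fluorescence read kinetically at 0 and 10 min; buffer-only wells as negative control.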
LDHA inh = qHTS assay for inhibitors of human lactate dehydrogenase; L-lactate dehydrogenase A chain (Homo sapiens), P00338; purified LDHA, NADH/diaphorase-resazurin fluorescence; hits give low values; activity change, % (values are at about 110 or 230 µM); 480,000 tested, 0.15% active; AID 1347041, 2019; in the data active means activity change below about -30%; inconclusive means mostly about -25% to -30%;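 further: plate controls were DMSO wells for no effect and wells without enzyme for full effect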
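Enzyme activity of human lactate dehydrogenase 5 (2 nM; 0.06 mM NADH, 0.2 mM pyruvate, 5 min, RT) is measured via a resazurin/diaphorase fluorescence readout of residual NADH.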
POLH inh = qHTS for Inhibitors of Polymerase Eta | recombinant Pol eta, fluorescent DNA replication assay | Potency, µM (series often up to 114 µM), for inactives: at the top dose activity change, negative = inhibition, hits mostly inhibitors | 390,000 tested, 1.2% active | DNA polymerase eta (Homo sapiens), Q9Y253; further: potency means the concentration at half of the fitted maximal effect; on the % scale 0 is the no-effect control and ±100 the full control effect
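Fluorescent replication assay: 50 nM final substrate added after a 15 min room-temperature compound preincubation with 10 nM enzyme. Signal taken at 0 min and again at 10 min.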
GRP78 ERSR act = qHTS for Inducers of the Endoplasmic Reticulum Stress Response (ERSR) in Human Glioma: qHTS; U87-MG GRP78 promoter luciferase reporter, 16 h; Potency, µM, for the others: top-dose activation, hits mostly activators; 420,000 tested, 0.02% active; AID 602332, 2012; further: potency means the concentration at half of the fitted maximal effect; series mostly up to about 76 µM; % of control where 0% means no effect; nearly all actives have a fitted effect of over 35% in size
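ERSR induction read as luciferase luminescence (Bright-Glo, 10 min at room temperature) in stably transfected human U87-MG glioma cells exposed to compounds for 16 h, using GRP78 as sensor.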
Pol kappa inh = qHTS for Inhibitors of Polymerase Kappa. 400,000 tested, 0.53% active. purified Pol kappa, fluorescent DNA synthesis assay, 10 min. Potency, µM (highest dose often 107 µM), for inactives: at the highest dose activity, negative = inhibition, hits mostly inhibitors. DNA polymerase kappa (Homo sapiens), Q9UBT6; further: potency means the concentration at half of the fitted maximal effect; on the % scale 0 is the no-effect control and ±100 the full control effect
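Inhibition of 10 nM Pol kappa is measured by a fluorescent read-out at 0 and 10 min following addition of 50 nM substrate (final), with a 15-min room-temperature compound preincubation.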
Numbers without * were called inactive; ? = inconclusive; . = no result given; [ ] = dose if it differs, or a comment. Unless noted, the call rests on the fitted dose curve; in most records, active means well fitted curve in the direction sought with a large enough effect; inconclusive means small, poorly fitted or top-dose-only effect, or another doubt; inactive means no such curve, though single readings can be large; an effect the other way counts as inactive or inconclusive.

SMILES	Anesthetic bind	POLH inh	BLM inh	Pol beta inh	POLI inh	LDHA inh	Pol kappa inh	APEX1 inh	GRP78 ERSR act
CCOC(=O)CNC(=O)c1sc(NC(=O)c2cccc(F)c2)nc1C	-17%	0%	-2%	7%	?	-3	-18%	2%	-2%
CCOc1ccc(C(=O)NCC(=O)NCC(c2cccs2)N2CCOCC2)cc1 (stereo not given)	.	-6%	.	.	29%	2	-2%	3%	-2%
O=C1OC(Nc2ccc(Br)cc2F)c2ccccc21 (stereo not given)	-9%	3%	-3%	-1%	6%	-2	-4%	0%	-2%
CCCn1c(/N=C/c2ccc3c(c2)OCO3)nc2ccccc21	-1%	-8%	-1%	-4%	-1%	2	-4%	4%	-1%
O=c1c2ccccc2nc(CSc2nnnn2-c2ccccc2)n1-c1ccccc1	2%	2%	-1%	-26%	44%[activator]	-2	-6%	-3%	-4%
COc1cc(OC)c2c(=O)c(O)c(-c3ccc(OC)c(OC)c3)oc2c1	365%[activator]	.	-3%	.	.	.	-11%[60.1 µM]	0%	2%
COc1ccc(Cn2c(=O)c3c(nc(NCCO)n3C)n(C)c2=O)cc1	-8%	-13%	-1%	12%	10%	0	0%	4%	0%
COc1ccc(S(=O)(=O)N2CCOCC2)cc1C(=O)Nc1ccc2c(c1)OCO2	5%	-16%	-3%	4%	26%	-4	-14%	3%	-5%

(listing goes on)
SMILES	Anesthetic bind	POLH inh	BLM inh	Pol beta inh	POLI inh	LDHA inh	Pol kappa inh	APEX1 inh	GRP78 ERSR act
O=C1CN(c2nc3nonc3nc2N2CCCCC2)CCN1	-15%	-4%	-4%	1%	-13%	-5	-2%	0%	1%
S=c1[nH]nc(COc2ccc3ccccc3c2)o1	2%	-13%	4%	24%	4%	-11	-6%	3%	-5%
NS(=O)(=O)c1ccc(Cl)c(C(=O)Nc2ccccc2[N+](=O)[O-])c1	-13%	5%	-3%	-18%	47%[activator]	-8	-1%	5%	-3%
COc1cccc(C(=O)Nc2sc(C(C)C)cc2C(N)=O)c1OC	8%	-32%	-23%	4%	-13%	0	4%	9%	-3%
CC(C)Cn1c(N)c(C(=O)CSc2ncccn2)c(=O)n(C)c1=O	.	-8%	.	.	17%	-9	-15%	-15%	0%
CC1=C(/C=C/C(C)=C/C=C/C(C)=C/C=C/C=C(C)/C=C/C=C(C)/C=C/C(=O)[C@]2(C)CC(O)CC2(C)C)C(C)(C)CC(O)C1 (stereo not given in full)	-9%	.	-1%	.	.	.	-3%[60.1 µM]	-1%	-4%
Cc1cc(C(=O)N/N=C/c2c[nH]c3ccccc23)c(C)o1	2%	-15%	1%	-19%	148%[activator]	3	-1%	5%	8%
CCOC(=O)/C(C#N)=C/c1ccc(-c2ccc(Br)cc2)o1	11%	-23%	0%	-29%	5%	1	5%	.	3%

(continued)
SMILES	Anesthetic bind	POLH inh	BLM inh	Pol beta inh	POLI inh	LDHA inh	Pol kappa inh	APEX1 inh	GRP78 ERSR act
C/C(=N/O)c1ccc(Oc2cnccn2)cc1	0%	0%	-7%	18%	42%[activator]	-9	-10%	-4%	-1%
CCSc1nnc(-c2ccncc2)n1Cc1ccccc1	0%	0%	-3%	11%	26%	-3	1%	-2%	-4%
N=C1C(c2ccccc2)=C(O)CN1c1cccc2ccccc12	-3%	-16%	-2%	19%	-5%	-6	-8%	-1%	-2%
Cc1ccc(CNC(=O)c2sc3nc4c(c(C(F)(F)F)c3c2N)CCC4)cc1	-13%	-2%	-1%	1%	18%	-1	-22%	4%	-2%
COc1cc(OC)cc(C(=O)NCC(=O)OC(C)C(=O)NC(C)C2CC3CCC2C3)c1 (stereo not given)	.	-16%	.	.	55%[activator]	-2	-18%	-13%	-5%
COc1ccc(CC(=O)Nc2sc3c(c2C#N)CC(C)(C)NC3(C)C)cc1OC	-12%	-2%	1%	23%	4%	-10	-5%	1%	-6%
Cc1ccc(NC(=O)CN2CCC(NC(=O)c3ccccc3F)CC2)cc1C	-8%	-8%	7%	-13%	23%	-2	-14%	5%	0%
Cc1cc(C)c(NC(=S)NC(=O)c2c(Cl)c(C)nn2C)c([N+](=O)[O-])c1	?	-16%	3%	-13%	-2%	-3	4%	-1%	-2%

Carrying on:
SMILES	Anesthetic bind	POLH inh	BLM inh	Pol beta inh	POLI inh	LDHA inh	Pol kappa inh	APEX1 inh	GRP78 ERSR act
CN(C)c1ncc2nc(-c3cc(F)cc(F)c3)c(=O)n(CCC#N)c2n1	.	.	-1%	.	.	.	2%[60.1 µM]	0%	-2%
CC(=O)CCc1c(C)nc2ccc(C)cc2c1Cl	-8%	-19%	2%	11%	41%[activator]	3	5%	5%	3%
COC(=O)c1ccc(CN2CCCC(CNC(=O)Cc3ccc(OC)cc3)C2)cc1 (stereo not given)	0%	-16%	1%	2%	2%	-2	5%	36%	-4%
CCCCn1c(CCCNC(=O)CC)nc2ccccc21	3%	-1%	0%	-3%	-8%	-8	1%	-7%	-3%
O=C(COC(=O)c1ccco1)NCc1ccc(Cl)cc1Cl	.	-7%	.	.	49%[activator]	-9	-9%	16%	1%
Cc1nn(Cc2ccccc2)c(C)c1/C=N/NC(=O)c1ccccc1O	-4%	5%	-2%	3%	-10%	-1	-15%	-1%	7%
Cc1ccccc1NC(=O)C1CCC(=O)N1 (stereo not given)	-5%	-11%	-13%	25%	60%[activator]	-6	-15%	-1%	0%
COc1ccc(C2CC(C(F)(F)F)n3ncc(C(=O)NCC4CCCO4)c3N2)cc1OC (stereo not given)	-10%	-4%	0%	0%	5%	-7	-10%	-3%	-2%

Later entries
SMILES	Anesthetic bind	POLH inh	BLM inh	Pol beta inh	POLI inh	LDHA inh	Pol kappa inh	APEX1 inh	GRP78 ERSR act
Cc1ccc(NC(=O)Cc2ncon2)cc1Cl	2%	3%	-3%	10%	-3%	-11	-6%	-2%	-6%
COc1cccc(C(=O)NCCc2sc(-c3cccc(C)c3)nc2C)c1	-17%	-6%	-10%	0%	0%	4	-13%[60.1 µM]	.	1%
Cc1ccccc1N1CCN(S(=O)(=O)c2nnc(NC(=O)c3ccc(C(C)C)cc3)s2)CC1	-9%	-4%	3%	4%	15%	-2	-12%	.	1%
Cc1onc(-c2ccccc2)c1C(=O)c1c[nH]c(C(=O)NCCCN2CCOCC2)c1	-3%	-6%	1%	2%	-15%	-6	-13%	1%	-2%
Cc1ccc([C@@H]2CC=C(C(=O)O)[C@H](c3cccc(F)c3)N2S(=O)(=O)c2ccccc2C)cc1	.	-13%	.	.	10%	-9	-24%	8%	-1%
Cc1ccc(S(=O)(=O)CCSc2nccn2C)cc1	13%	-13%	-9%	-10%	26%	-9	2%	27%	-3%
O=C(Nc1ncc(S(=O)(=O)c2ccc([N+](=O)[O-])cc2)s1)c1cccnc1	5%	-6%	-7%	8%	68%[activator]	-4	-3%	-4%	-1%
Cc1ccsc1/C=N/NC(=O)c1nnn(-c2nonc2N)c1-c1ccccc1	7%	-10%	-5%	-6%	3%	-5	-17%	4%	-6%

An excerpt from above, reduced to APEX1 inh.
Structure,APEX1 inh
Cc1ccc(NC(=O)CN2CCC(NC(=O)c3ccccc3F)CC2)cc1C,5%
Cc1cc(C)c(NC(=S)NC(=O)c2c(Cl)c(C)nn2C)c([N+](=O)[O-])c1,-1%
CN(C)c1ncc2nc(-c3cc(F)cc(F)c3)c(=O)n(CCC#N)c2n1,0%

Following part.
SMILES	Anesthetic bind	POLH inh	BLM inh	Pol beta inh	POLI inh	LDHA inh	Pol kappa inh	APEX1 inh	GRP78 ERSR act
O=C(NC1CC1)C(=O)c1c[nH]c2ccccc12	-6%	8%	2%	1%	11%	0	5%	8%	4%
Cc1cccc(COc2ccccc2C(=O)OCC(=O)N(C)c2c(N)n(Cc3ccccc3)c(=O)[nH]c2=O)c1	-11%	0%	-5%	-15%	6%	-2	-8%	10%	-2%
CCOC(=O)C1CCCN(CC(=O)Nc2c(F)c(F)c(F)c(F)c2F)C1 (stereo not given)	-23%	-8%	-3%	12%	-17%	-3	-23%	0%	-1%
Cn1c(=O)c2c(nc(NCc3ccc4c(c3)OCO4)n2Cc2ccccc2)n(C)c1=O	-8%	-8%	1%	-1%	3%	-4	-14%	-4%	-6%
O=C(N/C(=C\c1ccc(Br)cc1)C(=O)N1CCOCC1)c1ccc([N+](=O)[O-])cc1	-1%	-25%	-1%	14%	79%[activator]	-7	-2%	18%	-6%
COc1cc(OC)cc(OC(=O)c2ccc3c(=O)n4c(nc3c2)CCC4)c1	.	40µM*	.	.	40µM*	-5	-25%	-11%	-5%
COc1ccc([C@H]2CC(=O)C=C(c3ccc(Br)c4ccccc34)C2)cc1	.	-15%	.	.	36%[activator]	-5	-13%	-4%	-2%
CC1CN(S(=O)(=O)c2ccc(NC(=O)c3ccco3)cc2)CC(C)O1 (stereo not given)	-3%	1%	0%	-1%	11%	-3	-9%	17%	-3%

Carrying on.
SMILES	Anesthetic bind	POLH inh	BLM inh	Pol beta inh	POLI inh	LDHA inh	Pol kappa inh	APEX1 inh	GRP78 ERSR act
Cc1ccc(S(=O)(=O)N(CC(=O)N2CCOCC2)CC(=O)N2CCOCC2)cc1	30%[activator]	-11%	-6%	-24%	6%	-6	0%	-7%	-4%
CC(=O)NC(CC(=O)N(C)C1CCCCC1)c1ccccc1 (stereo not given)	-3%	0%	-2%	-2%	10%	-4	-3%	42%[12.4 µM]	-2%
CON1C(=O)C(=O)N(OC)C(C)(C)C1(C)C	2%	-8%	2%	40%	7%	-6	8%	3%	-5%
CN(Cc1ccncn1)C(=O)C1CCC(=O)N(Cc2cccc(C(F)(F)F)c2)C1 (stereo not given)	-6%	-2%	-6%	-6%	26%	-5	-18%	12%	4%
Cc1cccc(-c2nnn3c2nc(NCc2ccc4c(c2)OCO4)c2ccccc23)c1	3%	-18%	-9%	8%	30%[activator]	2	-4%	.	8%

Assay outcomes deposited in PubChem BioAssay by National Center for Advancing Translational Sciences (NCATS).

Some of the compounds tested. The share of hits here may be higher or lower than overall.
